Artemis endo inh – blocks endonuclease activity of human Artemis; AID 686954; 30,000 compounds, 0.78% hits; recombinant Artemis, quenched FAM hairpin cleavage fluorescence; Q96SD1; inhibition, % at 10 µM;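 active means at 10 µM dose, at least 30% inhibition, measured as corrected fluorescence normalized to stimulator and neutral control wells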
Target sequence (Q96SD1 whole entry, looked up): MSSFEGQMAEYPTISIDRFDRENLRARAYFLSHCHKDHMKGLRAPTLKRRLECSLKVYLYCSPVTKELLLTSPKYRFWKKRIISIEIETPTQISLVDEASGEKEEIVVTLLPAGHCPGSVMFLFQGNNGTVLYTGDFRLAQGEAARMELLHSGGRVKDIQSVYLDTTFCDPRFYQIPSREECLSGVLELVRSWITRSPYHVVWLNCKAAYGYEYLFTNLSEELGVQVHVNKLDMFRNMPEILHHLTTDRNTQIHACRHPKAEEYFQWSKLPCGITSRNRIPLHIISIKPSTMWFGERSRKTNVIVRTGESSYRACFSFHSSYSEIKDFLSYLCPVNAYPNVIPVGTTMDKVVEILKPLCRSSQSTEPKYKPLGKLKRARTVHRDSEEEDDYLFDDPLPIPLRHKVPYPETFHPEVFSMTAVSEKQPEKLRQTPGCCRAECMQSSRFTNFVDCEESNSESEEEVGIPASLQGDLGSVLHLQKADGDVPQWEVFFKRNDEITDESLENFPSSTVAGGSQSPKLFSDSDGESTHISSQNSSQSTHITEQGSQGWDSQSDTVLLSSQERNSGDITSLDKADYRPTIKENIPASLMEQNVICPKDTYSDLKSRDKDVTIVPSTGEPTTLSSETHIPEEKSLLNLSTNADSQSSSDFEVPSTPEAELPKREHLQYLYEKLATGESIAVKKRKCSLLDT
The depositor's hits bear a star. This is a subset, so the mix of outcomes need not match the whole.

Molecule | Artemis endo inh
COc1ccc(OCc2nc(N)nc(Nc3cccc(C)c3C)n2)cc1 | -4.9
O=C1N=c2ccccc2=C1c1sc(=S)n(CC2CCCO2)c1O (stereo unspecified) | -6.4
COC(=O)c1ccccc1NC(=O)c1c(Br)cnn1C | 8.5
COc1ccc(OC)c(NC(=O)CN2CCN(C(=O)c3ccco3)CC2)c1 | -5.3
Cc1ccc(NS(=O)(=O)N(C)C)cc1 | -8.9
Cn1c(=O)c2c(-c3ccccc3F)c3c(nc2n(C)c1=O)-c1ccccc1C3O (stereo unspecified) | -2.6
COC(=O)C1=C(CSc2nncn2C)NC(=O)NC1c1cc(C)ccc1C (stereo unspecified) | 1.0
COc1cccc(N2CCN(C(=O)c3ccc(N4C(=O)NC5CC4(C)Oc4ccccc45)cc3)CC2)c1 (stereo unspecified) | -1.7
COc1ccc(-c2cc(C(F)(F)F)c(C#N)c(SCC(=O)Nc3ccc(C)cc3)n2)cc1 | -4.1
c1ccc(Nc2cccc(Nc3ccccc3)n2)cc1 | 2.5
Cn1c(=O)n(-c2ccccc2)c(=O)c2c3c(sc21)COC(C)(C)C3 | 5.9
CCN(CCO)Cc1csc2ccc(Br)cc12 | -6.5
CCC(c1nnnn1C1CCCCC1)N1CCN(C2CCCC2)CC1 (stereo unspecified) | 1.6
CC(C)NS(=O)(=O)c1ccc(OCC(=O)Nc2ccc3c(c2)OCO3)c(Cl)c1 | -3.2
c1ccc(N2CCN(c3nc4ccccc4n4nnnc34)CC2)cc1 | 4.6
Cc1cc(Nc2nc3c(c(=O)n(C)c(=O)n3C)n2C)n(-c2ccc(Cl)cc2)n1 | -5.2
O=C(CN1CCN(C(=O)c2ccccc2F)CC1)Nc1ccc(Br)cc1 | -6.7
Cc1nn(-c2ccccc2)c2sc(C(=O)N(CC(=O)NC3CCCC3)Cc3ccco3)cc12 | 7.2
COc1ccc(OC)c(-c2nnc(SCC(=O)N3CCOCC3)o2)c1 | -0.4
O=C1CCC(=O)N1CNc1cccnc1 | 4.6
CCc1ccc(N2CC(C(=O)Nc3nccs3)CC2=O)cc1 (stereo unspecified) | -9.5
CCOC(=O)C1C(=O)C(C(=O)OCC)C(c2cccnc2)NC1c1cccnc1 (stereo unspecified) | 5.2
COC(=O)CN1C(=S)N(c2ccc(Cl)cc2)C(=O)C1CC(=O)Nc1ccc(Cl)cc1 (stereo unspecified) | -2.6
Cc1cc(Cl)ccc1Oc1cccc(C(=O)/C(C#N)=C/N(C)C)c1 | -1.4
CCOP(=O)(c1ccccc1)C1(C#N)CCCC1 (stereo unspecified) | 13.1
CSCC[C@H](NC(=O)Nc1cccc(C(F)(F)F)c1)C(=O)O | -2.1
CCOC(=O)c1cccc(NC(=O)C2CCCN(S(=O)(=O)c3c(C)n[nH]c3C)C2)c1 (stereo unspecified) | 2.0
Cn1c(NC(=O)c2cccnc2)nc2ccccc21 | -1.0
COc1cccc(C2CC(c3ccccc3Cl)n3nnnc3N2)c1 (stereo unspecified) | 1.1
Cc1ccc(NC(=O)CSc2nnc(C)n2-c2ccccc2)cc1 | -1.9
CC(CCc1ccccc1)NC(=O)c1cncc(Br)c1 (stereo unspecified) | -1.8
Cc1cc(C)n2nc(C(=O)NCCc3ccccc3)nc2n1 | -5.3
CCc1nc2ccccc2n1CCC(C)C | -0.7
O=C(CSc1nc(-c2ccccc2)c(-c2ccccc2)[nH]1)NCCN1C(=O)CSC1=O | -2.4
CCCSc1nsc(SCCC)c1C(N)=O | -3.1
O=C1CC(Cc2ccccc2)C(=O)N1Cc1ccco1 (stereo unspecified) | 5.8
COc1ccc2nc(SCC(=O)N3CCN(c4ccc(F)cc4)CC3)c(C#N)cc2c1 | 17.1
COc1ccc(C(C(=O)NC2CCCCC2)N2CCC3(CC2)OCCO3)cc1 (stereo unspecified) | -2.4
COc1ccc(CCNC(=O)CSc2nnc(Cc3csc(N)n3)n2C)cc1OC | -1.2
COc1ccc(CCNC2CC(=O)N(CCc3ccc(OC)c(OC)c3)C2=O)cc1OC (stereo unspecified) | -6.2
Cc1noc(C)c1COc1cccc(C(=O)NCc2ccccc2Cl)c1 | -5.8
O=C(C1COc2ccccc2O1)N1CCN(Cc2ccc3c(c2)OCO3)CC1 (stereo unspecified) | -9.6
COc1ccc2nc(NC(=O)C3CCCN3S(=O)(=O)c3ccc(C)cc3)sc2c1 (stereo unspecified) | 21.7
CC(=O)N1CCCc2cc(S(=O)(=O)N(CC(C)C)CC(C)C)ccc21 | -0.1
COc1ccc(N2C(=O)CC(n3c(CCCCO)nc4ccccc43)C2=O)cc1 (stereo unspecified) | 0.3
CCOC(=O)C1=C(C)NC(=O)NC1c1ccc(Br)s1 (stereo unspecified) | -0.6
C=CCn1c(COc2cccc3cccnc23)nnc1SCC(=O)O | 0.2
COc1ccc(C(=O)/C=C/c2ccccc2OC)c(OC(=O)c2ccc([N+](=O)[O-])cc2)c1 | 7.7
CCOC(=O)c1ccc(NS(=O)(=O)c2cc(-c3nnnn3C(C)C)ccc2OC)cc1 | -5.3
CCCCC(=O)Nc1ccc(NC(=O)c2cccnc2)cn1 | 0.3
Cc1cc(C)cc(NC(=O)C2CCN(c3nccs3)CC2)c1 | 2.1
CC(=O)Nc1cccc(NC(=O)CSc2nnnn2C(C)C)c1 | -1.4
CCN1C(=O)/C(=C2\C=Cc3cc(C)ccc3N2CC)OC1=S | -8.3
FC(F)(F)C1CC(c2cccs2)Nc2ncnn21 (stereo unspecified) | 4.2
Cc1ccc(C)c2c1[nH]c1ccccc12 | 6.5
COCCOC(=O)C(C#N)c1nc2ccccc2nc1N1CCCC1 (stereo unspecified) | 8.5
Cc1cc2cc(CCNC(=O)c3ccc(Br)o3)c(=O)[nH]c2cc1C | -6.9
COc1cccc2cc(C(C)N(CCCN3CCOCC3)C(=O)Nc3ccc(Cl)cc3)oc12 (stereo unspecified) | 0.5
O=C(CN(Cc1ccco1)C(=O)CNS(=O)(=O)c1ccccc1)NC1CCCCC1 | 0.3
CC(=O)NCC(=O)OCC(=O)c1ccc(C)cc1 | 2.1

Following part:
Molecule | Artemis endo inh
COc1ccc(S(=O)(=O)NCC(=O)N(CC(=O)NCC2CCCO2)c2c(C)cccc2C)cc1 (stereo unspecified) | 7.1
COC(=O)N/N=C\C=C\c1ccc2c(c1)OCO2 | 0.0
Cc1ccc(C)c(NC(=O)c2ccc3ccccc3n2)c1 | 0.7
COC(=O)c1sccc1-n1cccc1C(=O)NCc1ccccc1 | -4.6
CCOC(=O)NC(c1ccccc1)C1CCCCC1=O (stereo unspecified) | 4.8
O=c1c2c3c(sc2nc2sc(CN4CCOCC4)cn12)CCCC3 | 0.0
CCN(CC)c1nc(C)nc2c1cnn2CCc1ccccc1 | -4.2
COc1ccc(Nc2cc(=O)n(C3CCCCC3)c(=O)[nH]2)c(OC)c1 | 5.7
CCN(CC)CCOC(=O)C12CC3CC(CC(C3)C1)C2 | -0.2
O=C(O)c1cccc(NC(=S)NC(=O)C(c2ccccc2)c2ccccc2)c1 | 25.3
CCOC(=O)c1sc(C)c2c1NC(C)(c1ccccc1)NC2=O (stereo unspecified) | -11.3
CCCCCCCCCOC(=O)C(CC(=O)O)N1CCOCC1 (stereo unspecified) | 13.8
Cc1ccc(C2CC(c3cccs3)=NN2C(=O)c2ccc(Br)o2)cc1 (stereo unspecified) | 6.7
Cc1ccc2c(n1)sc1c(N)ncnc12 | 0.4
CN(C)/C=N/C(=S)Nc1ccc(Br)cc1F | 3.1
O=C(c1cc2ccccc2c(=O)o1)N1CCc2ccccc2C1 | 5.7
CCSC1(SCC)N=C(N)C2(C#N)C(c3ccc(OC)c(OC)c3OC)C12C#N (stereo unspecified) | -0.8
COc1cc(C)nc(Oc2ccc(/C=N/O)cc2)n1 | -0.2
NC(=O)C1CCN(C(=O)c2ccc(-c3ccccc3)cc2)CC1 | 1.8
CCn1c(CSCc2ccc(C)cc2)nnc1SCC(=O)N1CCN(c2ccccc2)CC1 | 3.3
CN(C)C=NCCn1c(N2CCOCC2)nc2c1c(=O)n(C)c(=O)n2C | -7.3
CCC(C)(C)NC(=O)c1cc(OC)c(OC)cc1[N+](=O)[O-] | -6.1
O=C1c2ccccc2S(=O)(=O)N1Cc1cccc(S(=O)(=O)N2CCOCC2)c1 | -5.4
CS(=O)(=O)N(CCc1ccccc1)CC(=O)NCC1CCCO1 (stereo unspecified) | -5.5
COc1cc(OC)cc(C(C(=O)NCc2ccccc2)N(Cc2ccco2)C(=O)c2ccno2)c1 (stereo unspecified) | -5.4
COc1ccc(CNC(=O)Nc2ccc(C)cc2)cc1 | -4.7
Cc1ccc2[nH]c3c(N4CCc5ccccc5C4)ncnc3c2c1 | 9.4
Cc1cn(C(=O)CN2C(=O)c3ccccc3C2=O)c(C)n1 | 7.2
C(=N\n1cnnc1)/c1ccc(OCc2cccc3ccccc23)cc1 | 12.5
Cc1c(Br)cc(C(=O)O)c(C)c1C | 7.9
COCCNc1cc(C)c(C#N)c2nc3ccccc3n12 | 4.8
O=C(Nc1ccc(Cl)c(C(F)(F)F)c1)NC1CC2CCCC(C1)N2C1CC1 (stereo unspecified) | -4.4
COc1ccc(C)cc1-n1nnnc1SCC1CCCO1 (stereo unspecified) | -0.4
Cc1nc(-c2ccc(NC(=O)c3cccs3)cc2)cs1 | -2.6
CCOc1cccc(N2C(=O)CC(N3CCC(C(N)=O)(N4CCCCC4)CC3)C2=O)c1 (stereo unspecified) | -1.1
CC(C)(C)NC(=O)c1ccccc1-c1nc(-c2ccccc2Cl)no1 | -7.5
Cc1ccc(N2CCN(S(=O)(=O)c3ccc(F)c(C)c3)CC2)c(C)c1 | -0.3
CC1(C)Cc2nc(NCCCO)c(C#N)cc2CO1 | -6.4
CSc1snc(SCC(N)=O)c1C#N | -0.8
CCCCOc1ccc(C(=O)OC2CC(C)N(C)CC2C)cc1 (stereo unspecified) | -3.0
CC(C)(C)C(=O)Cn1c(=N)n(Cc2ccccc2Cl)c2ccccc21 | 1.1
COc1ccc(NC(=O)c2ccc(C)cc2Cl)c([N+](=O)[O-])c1 | 1.0
CCOC(=O)c1ccccc1NC(=O)CSc1nccn1C | -5.6
COc1ccccc1N(CC(=O)Nc1ccccc1C(=O)NC(C)C)S(C)(=O)=O | -0.4
O=C(CSc1ncnc2ccccc12)NCc1ccco1 | 2.4
COc1cccc(NC(=O)C(=O)N2CCOCC2)c1 | -0.1
COc1ccc(-c2oc(/N=C/N3CCCC3)c(C#N)c2-c2ccc(OC)cc2)cc1 | -3.5
c1ccc(-c2cnc(-c3cccnc3)o2)cc1 | -6.4
CC(C(=O)N(C1CC1)C1(C(=O)Nc2ccccc2)CCCC1)N1C(=O)c2ccccc2C1=O (stereo unspecified) | -4.5
Cc1ccc(C)c(OCc2nnc(N)s2)c1 | 9.6
COc1ccc(Nc2cc(C(=O)NCCCN3CCN(C)CC3)c3ccccc3n2)cc1OC | -2.5
CC(C)CNC(=O)c1cccc(NC(=O)C2CCCO2)c1 (stereo unspecified) | -5.3
CC(C)NC(=O)NC(=O)COc1cccc2c1OC(C)(C)C2 | -2.3
O=C(c1ccccc1)N1CCN(C(=O)c2ccccc2)CC1 | -1.7
NC(=O)CSc1oc(-c2cccs2)nc1S(=O)(=O)c1ccccc1 | 0.2
Cc1c(Cl)c(C(F)(F)F)nn1CC(=O)N1CCSCC1 | 2.9
O=c1c(Cc2ccc(F)cc2)c(O)ccn1Cc1cccc(Cl)c1 | -7.9
COc1ccc2[nH]c(=O)c(CN(C(=O)COc3ccccc3)C(C)C)cc2c1 | -2.2
COc1ccc(C2=C(CN(C)C)C(c3ccccc3)c3ccccc3O2)cc1 (stereo unspecified) | 9.4
C(#Cc1ccccc1)CN1CCN(c2ccccn2)CC1 | 2.9

Remaining list, next part:
Molecule | Artemis endo inh
COC(=O)c1ccc(C2CC(=O)Nc3cc(OC)c(OC)c(OC)c32)cc1 (stereo unspecified) | -2.6
O=C(NCc1ccc(F)cc1)c1cccc(S(=O)(=O)N2CCCC2)c1 | -4.3
CCCS(=O)(=O)c1c(S(=O)(=O)CCC)c2c(N)cccn2c1C(=O)c1ccc(Br)cc1 | 17.5
Cc1ccc(OC(=O)c2ccccc2C(=O)OCC(F)(F)C(F)F)cc1 | -0.1
O=C(Nc1ccccc1Cl)NC1(C(=O)N2CCCC2)CCCCC1 | -2.2
CC(=O)Nc1cccc(Oc2cc(C#N)c(C#N)cc2N2CCCCCC2)c1 | 8.4
Cc1cc(NC(=O)CCC(=O)N(CC(=O)NC2CCCC2)c2cccc(C)c2C)no1 | 4.7

Screening data as filed in PubChem BioAssay.
